P. falciparum M17LAP = P. falciparum M17LAP inhibitors, primary screen, biochemical, fluorogenic H-Leu-NHMec substrate, 1536-well (AID 1619) | Leucine aminopeptidase (Plasmodium falciparum (isolate 3D7)) | inhibition, % at 30 µM, or IC50 in µM where a hit was titrated | 220,000 tested, 0.38% active | recombinant M17LAP, H-Leu-NHMec fluorogenic kinetic assay; higher % means a stronger effect;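 active = compound inhibiting the enzyme by more than half at any dose during confirmatory dose-response retesting; inconclusive = strong single-dose inhibitors picked by rank but not retested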;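 also: plate controls were full reaction with DMSO carrier for no effect and no enzyme background for full effect; strong numbers were not always called active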
TNAP activators = human TNAP enzyme activators, primary screen, biochemical, luminescent, no phosphate acceptor, uHTS (AID 1001). 200,000 tested, 0.03% active. purified TNAP, luminescent activation assay, no phosphate acceptor; higher activation fold means a stronger effect. one-dose activation fold at 20 µM; EC50 in µM for titrated hits. Alkaline phosphatase, tissue-nonspecific isozyme (Homo sapiens); in the data active = activation fold from about 3, or a potency from the dose series; inactive = the rest, 99 in 100 with activation fold below about 1.6; also: many of its hits are not listed in these tables
T cell HTS = modulators of CD8 T cell-vesicle binding, primary screen, mouse 2C CD8+ T cells, flow cytometry; 2C CD8+ T cell-vesicle binding; hits give low values; calls only at 7 µM; 330,000 tested, 0.068% active; AID 2052, 2009;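 active = response, share of CD8 T cells binding vesicles, and their 90th percentile fluorescence all below set limits, cut at about 80% in these data, passing the limit was not always enough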
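Also added: QL9-peptide-loaded Drosophila micro-vesicles bearing Ld, ICAM-1 and B7-1; Test system: purified 2C TCR transgenic mouse naive CD8+ T cells; Measured by: cytometric PE anti-B7-1 and Alexa647 anti-CD8 signals after 1% paraformaldehyde fixation; Timing: binding step 1.5 h, 37 °C, antibody labelling 20 min, ice.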
human PMI inhibitors = human PMI inhibitors, high substrate, primary screen, biochemical, fluorescence intensity, high mannose 6-phosphate (AID 1220); recombinant PMI enzyme, coupled fluorescence intensity; higher % means a stronger effect; inhibition, % at 20 µM, or IC50 in µM where a hit was titrated; 190,000 tested, 0.66% active
RSV CPE inhibition = RSV antiviral activity via CPE protection, HEp-2 cells, primary 10 µM value included (AID 2391); HEp-2 cells, RSV-induced CPE inhibition; higher % means a stronger effect; 310,000 tested, 0.13% active; one-dose CPE inhibition, % at 10 µM; IC50 in µM for titrated hits; in the data active = a potency from the dose series; inconclusive = CPE inhibition mostly from about 23% at the one dose, without a potency; inactive = the rest, 99 in 100 with CPE inhibition below about 21%; also: strong numbers were not always called active
human PMI inhibition = inhibitors of human PMI, primary screen, biochemical, fluorescence intensity, coupled assay (AID 1209) | inhibition, % at 20 µM, or IC50 in µM where a hit was titrated | purified PMI enzyme, coupled fluorescence intensity; higher % means a stronger effect | Mannose-6-phosphate isomerase (Homo sapiens) | 190,000 tested, 0.42% active;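 also: plate controls were DMSO vehicle for no effect and wells lacking substrate for full effect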
West Nile virus CPE = West Nile virus antiviral activity, cell-based, CPE readout (AID 1621); West Nile virus-infected cells, CPE inhibition; higher % means a stronger effect; CPE inhibition, % at 10 µM; hits with a dose series show IC50 in µM; 290,000 tested, 0.02% active; in the data active = a potency from the dose series; inconclusive = CPE inhibition mostly from about 3.7% at the one dose, without a potency; inactive = the rest, 99 in 100 with CPE inhibition below about 2.2%; also: strong numbers were not always called active
P. falciparum M1AAP = P. falciparum M1AAP inhibitors, biochemical, fluorogenic H-Leu-NHMec substrate, 1536-well (AID 1445). recombinant M1AAP, H-Leu-NHMec fluorogenic kinetic assay; higher % means a stronger effect. inhibition, % at 30 µM; hits with a dose series show IC50 in µM. 220,000 tested, 0.42% active;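 active = primary inhibition above the hit cutoff, then over 50% inhibition at one or more dose response concentrations, cut at about 23% in these data, passing the limit was not always enough; inconclusive = conflicting primary data, or primary hits not chosen for dose response; inactive = low primary inhibition, or under 50% at every dose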;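 also: plate controls were DMSO full reaction for no effect and no enzyme background for full effect; strong numbers were not always called active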
UTI89 phage lysis = inhibition of K1F phage lysis, E. coli UTI89, bacterial capsule biogenesis inhibitors, alamar blue (AID 488966); E. coli UTI89 K1F phage lysis, alamar blue, 2 h; higher % means a stronger effect; inhibition, % at 100 µM; hits with a dose series show IC50 in µM; 340,000 tested, 0.02% active;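 active = phage lysis inhibition, versus mean bacterial control, above a set limit; inconclusive = no clear call, values can overlap the other calls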;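 also: capsule biogenesis inhibitors block K1F phage lysis so surviving cells raise fluorescence; higher fluorescence means more inhibition of phage lysis; actives were called in the ten point dose series up to 300 µM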
T cell HTS vesicle-bound % = recorded beside T cell HTS, whose call it bears; double positive events, %; measured here: CD8+ vesicle-bound cell fraction;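 binding gate set so that unloaded-vesicle control wells show 10% double positive cells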
Starred values were filed as active, the others as inactive; i = inactive; u = inconclusive; x = not tested or not shown; & = joins results of further samples; [ ] = remark or other dose. Rule as the data show it, unless noted: active = inhibition above about 50%; inactive = the rest.

SMILES	P. falciparum M17LAP	TNAP activators	T cell HTS	T cell HTS vesicle-bound %	human PMI inhibitors	RSV CPE inhibition	human PMI inhibition	West Nile virus CPE	P. falciparum M1AAP	UTI89 phage lysis
Cc1ccccc1-n1c(Cn2c(=O)sc3ccccc32)nnc1SCC(=O)N1CCOCC1	0%	1.1	i	44	-3%	4.0%	-1%	-0.6%	8%	-0.4%
CC(C)(C)C(=O)N1CCN(c2ccc(NC(=O)c3ccco3)cc2)CC1	x	x	i	21	x	4.1%	x	-0.4%	x	0.4%
Cc1ccccc1N1CCN(C2CCCN(C(=O)c3cc(C(C)C)[nH]n3)C2)CC1 (stereo not drawn)	x	x	i	69	x	0.1%	x	-0.8%	x	0.0%
CN(C)S(=O)(=O)c1ccc(C(=O)Nc2ccccc2[N+](=O)[O-])cc1	-13%	1.1	i	30	-6%	1.7%	-8%	-0.9%	9%	-2.3%
CC(=O)c1ccc(NC(=O)C2CCC(C)NC2=O)cc1 (stereo not drawn)	-4%	1.1	i	43	-3%	1.7%	0%	0.1%	-4%	0.0%
NC(=O)C1CCCN(Cc2ccc(Cl)cc2)C1 (stereo not drawn)	3%	1	i	40	-4%	0.2%	0%	-0.2%	2%	0.4%
Cc1cccc(C)c1NS(=O)(=O)c1ccc(NC(=O)c2ccc(Cl)c([N+](=O)[O-])c2)cc1	0%	1	i	61	9%	-2.3%	12%	u	7%	0.1%
c1ccc(C2OC3c4cccc5cccc(c45)C3N2c2ccccc2)cc1 (stereo not drawn)	15%	1.1	i	48	6%	9.7%	8%	0.4%	-1%	-0.7%
c1ccc(Cc2nnc3sc(Nc4ccccc4)nn23)cc1	8%	1.2	i	56	12%	0.5%	9%	-0.5%	12%	8.2%
CCC(C)NC(=O)CCNS(=O)(=O)c1ccc(Br)cc1 (stereo not drawn)	-1%	1.1	i	25	16%	-0.5%	18%	0.5%	0%	4.2%
Cn1nnc(NC(=S)NC(=O)c2ccco2)n1	-17%	1.1	i	47	-8%	0.2%	19%	-0.6%	9%	3.9%
NC(=O)c1ccc(-n2nnnc2SCC(=O)Nc2ccccc2)cc1	x	x	i	59	x	1.2%	x	-0.2%	x	-1.8%
CC(OC(=O)c1ccncc1)C(=O)Nc1cccc([N+](=O)[O-])c1 (stereo not drawn)	13%	1.1	i	26	-14%	3.2%	-24%	0.3%	4%	0.1%
Cc1nn(Cc2ccc(Cl)cc2Cl)c(C)c1NC(=O)c1sc2ccccc2c1Cl	-13%	1	i	50	3%	2.9%	6%	0.6%	-3%	-0.8%
CCOC(=O)c1c(C)oc2c1c1c(c3ccccc32)OCN(Cc2cccnc2)C1	32%	1	x	x	67%*	x	72%*	-0.1%	4%	-0.5%
Cc1ccc(S(=O)(=O)N2CCCN(C(=O)c3cc4ccccc4[nH]3)CC2)cc1	x	x	i	19	x	11%	x	-0.8%	x	0.4%
O=C1Nc2ccccc2C1=Nc1ccc(-c2nnc3n2CCCCC3)cc1	-3%	1	i	23	-2%	3.1%	5%	0.6%	6%	-0.1%&-0.4%
CCOCCCNC(=O)/C(C#N)=C/c1cc(Br)c(O)c(Br)c1	22%	x	x	x	x	x	x	-0.5%	17%	0.0%
CC(=O)NCc1ccc(S(=O)(=O)N2CCN(c3ccccn3)CC2)cc1	x	x	i	22	x	-0.2%	x	-0.1%	x	0.0%
Cc1ncoc1C(=O)N1CCc2c([nH]c3ccccc23)C1c1ccccc1F (stereo not drawn)	-3%	1.1	i	41	10%	-0.4%	9%	0.2%	-1%	-0.1%
Cc1ccc(C(C(=O)NCC2CCCO2)N(C(=O)c2snc(C(N)=O)c2N)c2ccc3c(c2)OCCO3)cc1 (stereo not drawn)	x	x	i	27	x	1.1%	x	-0.8%	x	-0.2%
COCCC(=O)N1CCC(Oc2ccc(C(=O)NCc3ncc(C)[nH]3)cc2)CC1	x	x	i	18	x	1.8%	x	-0.4%	x	0.9%[50 µM]
COCC(=O)N(Cc1cc2ccc(C)c(C)c2n2nnnc12)C1CCCC1	15%	1	i	28	-3%	3.2%	-11%	-1.2%	7%	-0.1%
CC(C)CCNC(=O)CCn1c(=S)oc2ccccc21	4%	1	i	64	-1%	2.4%	-14%	-0.3%	1%	0.3%
COc1ccc(C(Nc2ccccn2)c2c(NC(=O)c3ccco3)sc(C)c2C)cc1 (stereo not drawn)	7%	1.1	i	57	14%	13%	14%	-0.7%	2%	0.1%
NC(=O)c1cc2cc(Cl)ccc2o/c1=N/NC(=O)c1cccs1	-3%	x	i	49	x	3.6%	x	0.0%	-4%	1.1%[50 µM]
CN(C)S(=O)(=O)c1ccc(NC(=O)CSc2ncnc3ccccc23)cc1	-4%	1	i	42	-1%	1.2%	10%	2.2%	-1%	0.7%
CCCCCn1c(=O)c2ccccc2n2c(CCl)nnc12	-5%	1	i	56	2%	3.8%	-18%	0.5%	2%	-0.8%
CCOc1ccc(NC(=O)c2ccc(N3CC4CC(C3)c3cccc(=O)n3C4)c(NC(=O)CCN3CCOCC3)c2)cc1 (stereo not drawn)	x	x	i	12	x	1.0%	x	0.0%	x	2.3%
C[C@]12C=CC(=O)C=C1CC[C@@H]1C2C(O)C[C@@]2(C)C1CC[C@]2(O)C(=O)COC(=O)CCC(=O)NC(CC(=O)O)C(=O)O (stereo partly drawn)	x	x	i	48	x	-0.2%	x	0.6%	x	0.3%
O=C(O)Cc1ccc(NS(=O)(=O)c2ccccc2Br)cc1	8%	1	i	43	7%	-2.0%	-4%	0.5%	8%	0.0%[50 µM]
Cc1cc2c(NC(=O)CC(C)(C)CC(=O)O)cccc2nn1	1%	x	i	24	x	x	x	0.2%	3%	0.9%
COc1ccc(C2/C(=C(/O)c3ccccc3)C(=O)C(=O)N2C)cc1OC (stereo not drawn)	x	x	i	53	x	2.2%	x	1.7%	x	0.1%
CCOc1ccc(-n2c(O)c(/C=N/Nc3nnc(C)c(=O)[nH]3)c3ccccc3c2=O)cc1	1%	2	i	19	-14%	1.2%	9%	-0.5%	21µM*	0.8%
O=C(O)CSc1nnc(COc2ccccc2)n1-c1ccccc1	x	x	i	59	x	0.9%	x	0.2%	x	-0.4%
Nc1nc(N)nc(-c2ccc(Oc3ccccc3)cc2)n1	6%	1.1	i	15	0%	2.5%	-5%	0.9%	2%	-0.3%
Cc1onc(-c2ccccc2)c1C(O)c1ccc(F)cc1 (stereo not drawn)	x	x	i	3	x	-1.2%	x	-1.7%	x	0.1%
C/C(Cn1nnc([N+](=O)[O-])n1)=N\NC(=O)c1ccc(O)cc1	2%	x	i	48	x	0.4%	x	2.4%	1%	-0.2%
CC(C)c1ccc(NC(=O)CNC(=O)Cn2ccc3ccccc3c2=O)cc1	x	x	i	22	x	0.5%	x	0.3%	x	-0.1%
Cc1ccn2c(NC3CCCC3)c(-c3ccccn3)nc2c1	9%	1.4	i	23	20%	7.8%	6%	u	2%	0.8%
CCCCc1c(C)c(C#N)c2nc3ccccc3n2c1Nc1c(C)n(C)n(-c2ccccc2)c1=O	6%	1	i	54	3%	u	2%	-0.4%	1%	2.4%
CCN1CCN(C(=O)/C(=C/c2ccco2)NC(=O)c2ccccc2)CC1	x	x	i	31	x	0.1%	x	0.0%	x	0.5%
CCOc1ccc2oc(C(=O)NCc3nc4ccccc4[nH]3)c(C)c2c1	x	x	i	6	x	1.5%	x	0.6%	x	1.4%[50 µM]
COc1ccc(-c2cc(C(F)(F)F)nc(S(=O)(=O)CCCC(=O)Nc3cc(C)on3)n2)cc1OC	5%	1.1	x	x	2%	x	-18%	-0.9%	9%	-0.5%
CC1CCCCN1c1ccc(N)cc1C(N)=O (stereo not drawn)	-1%	1	i	52	12%	1.1%	3%	0.2%	6%	0.2%
COc1ccc(NC(=O)CN2c3cccc4cccc(c34)S2(=O)=O)c(OC)c1	14%	1.1	i	40	10%	15%	15%	-0.1%	0%	6.9%
COc1ccc(/C=C2\CCC(C3CCCC3)C2=O)cc1OC (stereo not drawn)	x	x	i	55	x	11%	x	-1.2%	x	0.0%
NC(=O)COC(=O)c1ccc(S(=O)(=O)NCc2ccco2)cc1	-5%	1.1	i	15	-3%	3.4%	-7%	0.6%	10%	1.6%
COc1ccc(N(CC(=O)NC2CCCCC2)C(=O)CCC(=O)Nc2nc(C)cs2)cc1	x	x	i	18	x	1.0%	x	-0.6%	x	0.0%
Nc1nc(SCC(=O)Nc2ccc(F)cc2)[nH]c(=O)c1NC(=O)c1ccc(F)c(F)c1	x	x	i	59	x	3.0%	x	-0.2%	x	0.1%
CC1CC(C)CN(c2ccc(C(=O)NCc3ccc4c(c3)OCO4)cc2[N+](=O)[O-])C1 (stereo not drawn)	21%	0.9	i	28	14%	3.9%	10%	-1.1%	16%	9.5%
C=CCOc1ccc(/C(O)=C2/C(=O)C(=O)N(CCCN3CCOCC3)C2c2ccc(OC)cc2)cc1 (stereo not drawn)	26%	1	i	23	-12%	0.2%	-9%	-0.1%	12%	5.6%
COc1cc(CCC(=O)OCC(=O)Nc2c(Cl)cccc2Cl)cc(OC)c1OC	x	x	i	17	x	0.6%	x	0.3%	x	0.0%
Cc1c(N2C(=O)/C(=C3\C(=O)N(CC(=O)O)c4ccccc43)SC2=S)c(=O)n(-c2ccccc2)n1C	22%	x	i	32	x	0.7%	x	-0.1%	13%	1.3%
O=C(COC(=O)c1cccc(S(=O)(=O)N2CCc3ccccc32)c1)NCc1ccco1	3%	1.1	i	48	6%	2.8%	1%	0.4%	1%	0.6%
Cc1cc(C)c(C(=O)Nn2c(C)nc3ccccc3c2=O)cc1C	x	x	i	35	x	1.3%	x	1.1%	x	-0.9%[50 µM]

Bioassay records as filed in PubChem.
